NCI-60 one-dose screen, 48 h, at 10 µM unless noted. Numbers give growth in % (100 = growth as untreated, 0 = no growth, -100 = all killed).
SK-OV-3: SK-OV-3 ovarian cancer cells; 3.2% of 80,000 active
NCI-H522: NCI-H522 lung cancer; AID 1794739; 8% of 78,000 active
NCI-H226: NCI-H226 lung cancer; 3.5% of 79,000 active; AID 1794732
NCI-H460: NCI-H460 lung cancer. 6.8% of 82,000 active. AID 1794736
NCI/ADR-RES: NCI/ADR-RES ovarian cells. AID 1794790. 4.4% of 81,000 active
IGROV1: IGROV1 ovarian cancer; 4.7% of 79,000 active
COLO 205: COLO 205 colon cancer; AID 1794742; 7.3% of 79,000 active
NCI-H322M: NCI-H322M lung cancer; 2.7% of 80,000 active; AID 1794733
NCI-H23: NCI-H23 lung cancer; 4% of 80,000 active
* hit, by the source's call; nt = no result given; & = joins results of further samples. Rule for the calls: active = growth percent below 10; inactive = the rest. Outcome played no part in choosing rows; 11% or so of the library scored in one or more.

SMILES	SK-OV-3	NCI-H522	NCI-H226	NCI-H460	NCI/ADR-RES	IGROV1	COLO 205	NCI-H322M	NCI-H23
COCCNC(=O)c1cc2n(n1)C(C(F)(F)F)CC(c1ccc(Cl)c(Cl)c1)N2 (centres undefined)	107	95	102	103	107	101	109	101	99
O=C1CCC(=O)NN1	106	104	97	108	102	110	109	103	98
CC(C)CCC[C@@H](C)[C@H]1CC[C@H]2[C@@H]3CC=C4N(c5ccccc5)C(=O)CC[C@]4(C)[C@H]3CC[C@]12C	103	94	99	111	99	99	98	98	97
O=C1NN(C(=S)N/N=C/c2ccc(Cl)cc2)C(=O)C2C=CC=CC12 (centres undefined)	131	93	87	50	46	82	125	83	75
Fc1ccc(CCOc2cccc(-c3nc4sccn4c3-c3ccccc3)c2)cc1	nt	70	106	101	86	86	nt	108	86
C[C@H](C(=O)N(CCc1ccc(Cl)c(Cl)c1)Cc1cncs1)[C@@H]1CC[C@H](C[C@H](C)n2cc(CN3CCC(c4ccc(Cl)cc4)CC3)nn2)O1	103	87	85	103	105	101	98	93	98
CC(C)c1nc2ccccc2n1CC(=O)N/N=C/c1cccc(O)c1	93	87	105	102	109	118	108	93	101
CC(C)(C)c1cc(C[P+](c2ccccc2)(c2ccccc2)c2ccccc2)cc(C(C)(C)C)c1O	-0.7*	nt	32	3.5*	73	12	-93*	-9.5*	-6.2*
Cc1ccc(N=Cc2c(-c3ccc(S(C)(=O)=O)cc3)nc3ccccn23)cc1	105	92	99	103	97	98	109	95	nt
C=CC[n+]1c(/C=C2\Sc3ccccc3N2C)sc(-c2ccccc2)c1-c1ccccc1	-15*	-7.6*	10	8.8*	85	37	-30*	24	0.4*
O=C(C[n+]1ccccc1Cl)c1ccc2c(c1)CCCC2	100	87	112	107	109	107	56	106	92
CC(C)=CCC/C(C)=C\C=N\NC(=O)c1ccncc1	106	76	99	104	100	107	102	96	95
CC(C)COc1ccc(C(=O)NNC(=O)c2ccc(=O)[nH]c2)cc1	110	91	97	115	105	94	125	110	110
COc1ccc(C/C(C)=C(\c2ccc(O)cc2)c2ccc(OCCCN(C)C)cc2)cc1	101	91	94	94	98	102	97	94	92
COc1ccc2c(c1)C(c1c[nH]c3ccccc13)(c1c[nH]c3ccccc13)CCO2	24	6.2*	64	47	54	48	40	66	53
CCN(CC)c1nc(C)c(C)c(C#N)c1C#N	63	62	99	104	104	104	99	104	96
COc1ccc(/C=C/C(=O)c2ccc(NC(=O)CSc3nnc(-c4ccc5nc(-c6ccc(OC)cc6)[nH]c5c4)o3)cc2)cc1	111	77	84	99	111	96	119	97	nt
Cc1ccc2nc(C)c(-c3nnc(SCc4ccc([N+](=O)[O-])cc4)o3)n2c1	nt	75	86	84	68	93	98	85	80
O=C1c2cccc3c(-c4ccc5c(c4)ncn5C4CCCCC4)ccc(c23)C(=O)N1Cc1ccccc1	102	83	89	98	96	95	102	100	84
CCCCCc1nnc(NC(=O)/C=C/c2cccc(F)c2)s1	101	99	103	105	110	nt	100	111	109
CC(=O)c1cc(Nc2cc(C)[n+](C)c(N)n2)cc(C(C)=O)c1	115&117	105&117	109&112	107&116	108&105	98&117	120&121	104&99	87&96
N#Cc1c(NC(=O)c2ccccc2)n[nH]c1Nc1ccccc1	116	101	103	104	105	99	112	100	113
NS(=O)(=O)c1ccc(Nc2nc(O)c(/C=C3/C=c4ccccc4=NC3=O)s2)cc1	104	92	99	110	110	104	114	108	104
Nc1nc(N)c2c(n1)NC(c1ccc(C(F)(F)F)cc1)CC(c1ccc(Nc3nc(NCCO)nc(Nc4ccc(Cl)cc4)n3)cc1)=N2 (centres undefined)	-26*	-80*	-41*	-69*	-29*	-68*	5.0*	-61*	nt
O=C1CCCN1C1CCN(Cc2ccccc2)c2ccccc21 (centres undefined)	99	84	98	113	101	97	120	95	98
CCOC(=O)C(=O)CC(C)=O	108	92	106	111	105	103	113	99	99
CCN1CCN(c2oc(C(c3ccccc3)c3ccccc3)nc2C#N)CC1	91	83	90	105	100	103	105	95	101
COc1ccc(NC(=O)Cn2c(Br)nc3c2c(=O)n(C)c(=O)n3C)cc1	91	90	95	107	102	99	104	109	83
C=CCN(CC=C)C(=O)Nc1cccc2c(NC(=O)N(CC=C)CC=C)cccc12	104	100	94	104	98	113	114	101	98
O=C1NC(=O)/C(=C/c2ccc(C3Oc4ccccc4C4CC(c5ccccc5)=NN43)cc2)S1 (centres undefined)	98	88	100	109	106	98	113	106	91
O=C1C=C(C(O)c2ccc(Cl)cc2)C(=O)c2ccccc21 (centres undefined)	100	87	103	103	103	94	95	109	93
CCN1CCN(C2=NC(=O)/C(=C/c3ccc(Br)cc3F)S2)CC1	94	80	70	93	87	83	114	85	nt
CC(C)(C)n1cc(-c2ccnc(NCCCNS(=O)(=O)c3ccc(C(F)(F)F)cc3)c2)c(-c2cccc(O)c2)n1	70	-13*	42	-48*	35	31	-59*	35	38
COc1ccc(N=Nc2ccc(O)cc2)cc1	104	76	81	90	74	81	112	82	89
CCCCSc1nnc(-c2ccc(-c3ccc(Cl)cc3)nc2C)o1	111	98	96	101	100	99	101	103	95
CCOC(=O)c1cnn(CC(O)CC)c1NC(=O)NCc1ccccc1C(F)(F)F (centres undefined)	91	70	106	110	95	95	114	95	93

One compound at a time, as listed above.
Shown for O=C1c2cccc3c(-c4ccc5c(c4)ncn5C4CCCCC4)ccc(c23)C(=O)N1Cc1ccccc1 → SK-OV-3 = 102; NCI-H522 = 83; NCI-H226 = 89; NCI-H460 = 98; NCI/ADR-RES = 96; IGROV1 = 95; COLO 205 = 102; NCI-H322M = 100; NCI-H23 = 84
Shown for C=CCN(CC=C)C(=O)Nc1cccc2c(NC(=O)N(CC=C)CC=C)cccc12 → SK-OV-3 = 104; NCI-H522 = 100; NCI-H226 = 94; NCI-H460 = 104; NCI/ADR-RES = 98; IGROV1 = 113; COLO 205 = 114; NCI-H322M = 101; NCI-H23 = 98

Results in SK-OV-3 and NCI-H522 (5 entries from above):
canonical_smiles,SK-OV-3,NCI-H522
CCOC(=O)C(=O)CC(C)=O,108,92
C=CCN(CC=C)C(=O)Nc1cccc2c(NC(=O)N(CC=C)CC=C)cccc12,104,100
O=C1NC(=O)/C(=C/c2ccc(C3Oc4ccccc4C4CC(c5ccccc5)=NN43)cc2)S1 (centres undefined),98,88
O=C1CCCN1C1CCN(Cc2ccccc2)c2ccccc21 (centres undefined),99,84
COc1ccc(NC(=O)Cn2c(Br)nc3c2c(=O)n(C)c(=O)n3C)cc1,91,90

Going on with the list:
SMILES	SK-OV-3	NCI-H522	NCI-H226	NCI-H460	NCI/ADR-RES	IGROV1	COLO 205	NCI-H322M	NCI-H23
Clc1ccc(-c2nn(-c3ccccc3)cc2-c2nc3ccccc3[nH]2)cc1	117	72	84	71	66	104	106	100	74
CN1CCN(C(=O)CCN(C(=O)Oc2cc3c(c4ccccc24)[C@H](CCl)CN3C(=O)c2cc3cc(OCCCN4CCC4)ccc3[nH]2)[C@H]2CCSSC2)CC1	-12*	-74*	-18*	2.9*	-47*	-52*	-80*	-48*	-73*
NC(=O)C1CCCCC1C(N)=O (centres undefined)	105	103	101	123	115	120	111	121	115
C=CC(=O)N[C@@H](/C=C/C(=O)OCC)Cc1ccc(-c2cc(F)cc(C(N)=O)c2)cc1	105	85	87	99	99	100	115	89	98
Brc1ccc(C(c2ccccc2)c2ccccc2)cc1	100	104	115	112	112	125	119	116	116
COc1ccc(Nc2nc(NCc3ccccc3)c3ccccc3n2)cc1	13	50	7.0*	3.1*	40	42	44	41	77
Cc1ccc(C(=O)N/N=C/c2ccc(F)cc2)cn1	109	76	95	99	103	111	110	100	99
COc1ccc(-c2nc3cc(NC(=O)[C@H](N)Cc4ccccc4)ccc3o2)cc1	105	91	84	97	83	90	93	92	89
Cc1cc(C)c(NC(=O)c2ccccc2)cc1N	98	97	86	106	99	85	103	93	92
C=CCc1cc(OC)c(OC)c(OC)c1	114	101	104	97	105	110	108	117	96
COC(=O)[C@]12CC[C@@H](C)[C@H](C)[C@@H]1C1=CC[C@@H]3[C@@]4(C)C(C=O)=C[C@@]5(C)COC(=C45)C[C@@]3(C)[C@]1(C)CC2	86	42	61	50	47	69	43	65	59
Oc1ccc(NC(=S)Nc2ccccc2)cc1	107	248	109	103	93	277	119	114	90

Compounds listed so far containing bromine (3):
SMILES	SK-OV-3	NCI-H522	NCI-H226	NCI-H460	NCI/ADR-RES	IGROV1	COLO 205	NCI-H322M	NCI-H23
COc1ccc(NC(=O)Cn2c(Br)nc3c2c(=O)n(C)c(=O)n3C)cc1	91	90	95	107	102	99	104	109	83
CCN1CCN(C2=NC(=O)/C(=C/c3ccc(Br)cc3F)S2)CC1	94	80	70	93	87	83	114	85	nt
Brc1ccc(C(c2ccccc2)c2ccccc2)cc1	100	104	115	112	112	125	119	116	116

3 entries picked at random from those above:
SMILES	SK-OV-3	NCI-H522	NCI-H226	NCI-H460	NCI/ADR-RES	IGROV1	COLO 205	NCI-H322M	NCI-H23
Cc1ccc(C(=O)N/N=C/c2ccc(F)cc2)cn1	109	76	95	99	103	111	110	100	99
CN1CCN(C(=O)CCN(C(=O)Oc2cc3c(c4ccccc24)[C@H](CCl)CN3C(=O)c2cc3cc(OCCCN4CCC4)ccc3[nH]2)[C@H]2CCSSC2)CC1	-12*	-74*	-18*	2.9*	-47*	-52*	-80*	-48*	-73*
Clc1ccc(-c2nn(-c3ccccc3)cc2-c2nc3ccccc3[nH]2)cc1	117	72	84	71	66	104	106	100	74

Next section:
SMILES	SK-OV-3	NCI-H522	NCI-H226	NCI-H460	NCI/ADR-RES	IGROV1	COLO 205	NCI-H322M	NCI-H23
C(#CC(c1ccccc1)c1ccccc1)c1ccccc1	96	89	93	100	96	90	107	103	97
OB(O)c1ccc(Br)cc1	115	96	100	100	103	nt	108	101	98
O=C(/C(=C/c1ccc([N+](=O)[O-])cc1)SCc1ccc(F)cc1)c1ccc(F)cc1	103	52	87	91	77	78	95	86	75
CC[C@@]12C=C(C)[C@H]3c4c(cc(O)cc4N1C(=O)C(C)=C2O)[C@@H](O)[C@@H]3C	94	88	102	109	99	116	nt	110	104
COc1ccccc1/C=C/c1c(C(=O)O)cccc1[N+](=O)[O-]	91	93	100	104	101	108	101	97	98
C=CC(=O)Nc1ccc2ncnc(Nc3cccc(NS(=O)(=O)CCC)c3Cl)c2c1	20	18	47	69	83	18	12	16	69
Brc1cccc(-c2cn3c(ccc4ccccc43)n2)c1	100	77	78	93	91	72	100	98	80
CCCC(C)NCCOC(=O)C(c1ccccc1)c1ccccc1 (centres undefined)	100	nt	105	105	102	98	102	98	107
O=C1C(N2CCOCC2)=C(I)C(=O)c2ncccc21	79	36	85	59	75	55	102	99	58
Clc1ccc(/C=C\c2ccncc2)cc1	98	72	91	98	88	53	84	97	84
O=c1[nH]c(O)c(C=c2ccc(=C3N=c4c(c5ccccc5c5ccccc45)=N3)cc2)s1	101	52	94	80	92	100	106	90	71
CCCCNc1ncnc2c1cnn2C	nt	92	95	103	104	nt	99	102	108
Clc1nc(-c2cccc3ccccc23)nc2sc3c(c12)CCCCCC3	102	89	100	100	109	107	107	96	96
O=c1cc(Cn2cnn(-c3ccccc3)c2=O)c2c(ccc3ccccc32)o1	85	66	81	100	62	96	nt	86	85
N#CC1=C(N)Oc2c(ccc3ccccc23)C1c1cc(=O)oc2ccc(Cl)cc12 (centres undefined)	17	5.2*	98	9.0*	12	40	-16*	44	33
C=C1C(=O)N(C)CCC1C(CC)C(=O)OC (centres undefined)	105	111	nt	110	107	126	98	118	106
C=CCn1c(SCC(=O)Nc2ccc(C(=O)/C=C/c3cc(OC)c(OC)c(OC)c3)cc2)nnc1-c1cc(-c2ccc(S(N)(=O)=O)cc2)nc2ccccc12	111	93	91	95	103	80	109	105	89
Cc1[nH]c(C(=O)Nc2ccc(C(=O)NCCN)cc2OC2CCNCC2)c(Cl)c1Cl	120	104	104	98	94	91	108	92	93
CCOc1ccccc1NC(=O)c1cc(-c2ccc(Cl)cc2)n(-c2ccc(S(C)(=O)=O)cc2)n1	93	85	82	97	83	92	119	86	84
C=C(C)C[C@@]1(C)CC2[C@@]3(C)CC[C@H](O)C(C)(C)C3CC[C@@]2(C)[C@H](C(=O)OC)C1=O (some centres undefined)	105	88	86	104	99	107	107	106	102

Bioassay records from PubChem BioAssay.
